Bioassay records as filed in PubChem BioAssay.
TAG inh: reduces triacylglycerol accumulation in H9c2 cells; Nile Red lipid (TAG) fluorescence; cells loaded with 200 µM oleic acid; inhibition, % at 12.5 µM; 0.66% of 230,000 active; AID 651582;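 active means pattern-corrected inhibition of lipid staining of at least 50% with the nuclear-stain viability signal not falling by more than 50%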;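 further: 0% = DMSO wells and 100% = triacsin C control wells; some results filed as inactive read as strong as hits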
TAG inh DAPI viability: further read-out of TAG inh, marked with its call; DAPI nuclei signal change (viability), lower = more cytotoxic, %;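 whole-well DAPI fluorescence read on a plate reader as a viability signal; minus 50 percent equals half of cells still viable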
* marks the source's active call; other numbers are inactive results. This is a subset, so the mix of outcomes need not match the whole.

SMILES	TAG inh	TAG inh DAPI viability
COCCCNC(=O)CN(c1cc(Cl)ccc1OC)S(C)(=O)=O	2	1
CCOC(=O)c1c(C)n(C)c2ccc(O)c(CN3CCCCC3)c12	3	8
CNC(=O)CC1C(=O)N(C)C(=S)N1NC(=O)c1ccccc1 (stereo not given)	0	0
O=S(=O)(c1ccc(Cl)cc1)n1cccn1	9	1
O=C(NNC(=O)C1CCC1)c1cccc(Cl)c1	5	-7
C=CCn1c(SCC(=O)NC(=O)NCc2ccco2)nc2sc(C)c(C)c2c1=O	-12	-4
Cc1ccc(-c2noc(CCC(=O)N3CCCC3)n2)cc1	3	-1
COC(=O)C1C2C=CC(C3CC23)C1C(=O)OCC(=O)c1ccc(OC)cc1 (stereo not given)	8	10
COc1ccc2nc(Cl)cc(Cl)c2c1	9	-6
O=C(O)C(Nc1nc(C(F)(F)F)nc2ccccc12)c1ccccc1 (stereo not given)	-1	-8
C[C@@]12C(=O)N(c3ccccc3)C(=O)N1[C@@H]1c3ccccc3OC[C@@H]1[C@H]2c1ccccc1	-8	-8
CC(=O)C1CCC2C3CC(C)C4(O)CC(=O)CCC4(C)C3C(O)CC12C (stereo not given)	-8	13
O=C(COC(=O)c1ccc(F)cc1)NCc1ccc(F)cc1	-2	4
CCc1ccc(NS(=O)(=O)c2cc3c(cc2C)n(C)c(=O)c(=O)n3C)cc1	21	1
CC1(C(=O)Nc2ccc(Cl)c(Cl)c2)CCN1C(=O)CC(c1ccccc1)c1ccccc1 (stereo not given)	2	-7
CCCn1nc(C(=O)NC2CCCC2)c2ccccc2c1=O	1	-10
CC(=O)c1cc(CN2CCN(C3CCCCC3)C(CCO)C2)cs1 (stereo not given)	-14	-6
COc1ccccc1NC(=O)N1CCCC1C(=O)NCc1ccc(F)cc1 (stereo not given)	17	25
C/C(=N\NC(=S)NCc1ccccc1)c1ccc2ccccc2c1OC(F)F	8	8
CCc1c(C)nc(N)nc1Cl	5	-1
Cc1ccc(C)c(OC2=NS(=O)(=O)c3ccccc32)c1	5	-6
Nc1ccc(Oc2ccc3c(c2)C(=O)N(CC2CCCO2)C3=O)cc1 (stereo not given)	5	0
CCOC(=O)c1sc2nc(CSc3ccccc3Cl)[nH]c(=O)c2c1C	7	-9
CCOc1ccc(Nc2cc(=O)[nH]c(=O)[nH]2)cc1	2	-2
CCOCc1cc(CN2CCC(CCC(=O)NC3CC3)CC2)ccc1OC	-5	6
CC(C)(O)c1[nH]c2cc(F)ccc2c1C(C)(C)O	25	-2
Cc1ccc(/C=N/NC(=O)CCCOc2ccc(Cl)cc2Cl)cc1[N+](=O)[O-]	6	-5
O=C(NC1CC1)c1ccc2sc([C@H]3C[C@H](O)[C@@H](CO)O3)nc2c1	4	0
O=C(CC1CC2CCC1C2)N1CCN(S(=O)(=O)c2ccc(C(F)(F)F)cc2)CC1 (stereo not given)	-3	-4
O=C(Nc1cccnc1)c1ccccc1F	-1	4
O=C(NOCc1ccccc1)c1cccc([N+](=O)[O-])c1	-13	-5
COc1ccc(CCNC(=O)Nc2nc(C(N)COCc3ccccc3)cs2)cc1OC (stereo not given)	9	-1
COc1ccc(-c2cc(C(F)(F)F)nc(N3CCCCCC3)n2)cc1	-19	3
O=C(CS(=O)(=O)c1ccccc1)Nc1nc(-c2ccc(F)cc2)cs1	1	0
CCC(CO)Oc1cc(NCc2cc(C)cc(C)c2)c2ncn(C(C)C)c2c1 (stereo not given)	1	-4
CC1(C)CC(O)(CNCc2ccc3c(c2)OCO3)CCO1 (stereo not given)	-3	3
O=C(N/N=C/c1ccc2c(c1)OCO2)C1CC1	0	-1
COc1ccc(C(=O)NC(=S)N(C)Cc2ccccc2)cc1Br	-11	12
Cc1ccc(C(=O)Nc2cccnc2)cc1NC(=O)c1ccco1	12	-3
COC(=O)/C(=C\Nc1ccc(Oc2ccc(F)cc2F)nc1)NC(=O)c1ccccc1	1	-6

Single records, from the list above. Values in the order: TAG inh | TAG inh DAPI viability
CCC(CO)Oc1cc(NCc2cc(C)cc(C)c2)c2ncn(C(C)C)c2c1 (stereo not given) in the list: 1 | -4
O=C(N/N=C/c1ccc2c(c1)OCO2)C1CC1 in the list: 0 | -1
O=C(NOCc1ccccc1)c1cccc([N+](=O)[O-])c1 in the list: -13 | -5

Other compounds follow.
SMILES	TAG inh	TAG inh DAPI viability
N#CC1C(=O)NC(=O)C(C#N)C12CCCc1sccc12 (stereo not given)	3	-6
COc1ccc2nc(NC(=O)NC3CCCCC3)sc2c1	4	-2
CC(=O)c1ccc(N2CCN(C(=S)NCCCN(C)C)CC2)cc1	7	5
COc1cccc(NC(=O)COc2cccc3c2CCNC3=O)c1	3	-7
O=C(N/N=C\c1ccc([N+](=O)[O-])o1)C1COc2ccccc2O1 (stereo not given)	-10	-5
CCc1nc2c(OCCc3cccc(OC)c3)cccn2c1N(C=O)Cc1ccccc1	10	-10
O=C(/C=C/c1ccccc1Cl)NNC(=O)c1cccs1	-12	25
CC1(C(=O)NS(=O)(=O)c2cccc(C#N)c2)CCN1C(=O)c1cccc2ccccc12 (stereo not given)	-8	3
CCc1ccc2c(CN3CCN(S(=O)(=O)c4ccc5c(c4)OCCO5)CC3)cc(=O)oc2c1	2	5
CCOC(=O)CN(C)S(=O)(=O)c1ccc(-c2cc(C(=O)OC)sc2C(F)(F)F)cc1	80	-62
O=C(Nc1ccccc1)N1CCOCC1	-2	-12
OC[C@@H]1CN(Cc2cccnc2)C[C@H](n2cnc3c(N4CCN(c5ccccc5)CC4)ncnc32)O1	11	5
CNC(=O)CC(=O)Nc1ccccc1C(=O)O	-17	10
CC(C)(C)OC(=O)C[C@H]1C/C=C\C[C@@H](CC(=O)NCCO)C(=O)NCCOC1=O	-12	-2
COc1ccc(C(=O)NCCS(=O)(=O)NCc2ccc(F)cc2)cc1	3	-7
CCOc1ccc(NC(=O)CCC(=O)NNC(=O)COc2ccc(C)cc2Br)cc1	17	2
CC(C)(C)OC(=O)C[C@H]1C/C=C\C[C@@H](CC(=O)NCCO)C(=O)NC[C@@H](c2ccccc2)OC1=O	7	-5
CC1CCCC(C)N1C(=O)COC(=O)c1ccc2ccccc2n1 (stereo not given)	-17	-5
Cc1cccc(-n2ncc3c(N(C)Cc4ccccc4)ncnc32)c1	-19	-3
Cc1ccc(-c2cnc(SCCNC(=O)c3ccco3)[nH]2)cc1	-7	-2
CCOC(=O)C(=CNc1ccccc1N1CCOCC1)C(=O)OCC	9	-5
COc1ccc(N(C(=O)c2ccc(S(=O)(=O)N3CCCC3)cc2)C2C=CS(=O)(=O)C2)cc1 (stereo not given)	4	-1
CCOC(=O)C1(CCc2ccccc2)CCN(Cc2ccn[nH]2)CC1	4	5
Fc1cccc(CSc2nc3ccncc3[nH]2)c1	5	-6
CCCCCC(=O)N1C[C@@H](O)[C@H](n2cc(COC(=O)c3ccccc3)nn2)C[C@@H]1c1ccc(OC)cc1	-3	3
Cc1ccc(OCCCCN2CCc3ccccc3C2)cc1	9	-7
OC(c1ccc(CN2CCCCC2)cc1)c1ncc(-c2ccccc2)[nH]1 (stereo not given)	-1	4
Cc1cc(C)cc(C(=O)Nc2ccc(NC(=O)c3cccs3)cc2)c1	5	12
Cc1cccc(N(CC(=O)Nc2cccnc2)S(C)(=O)=O)c1	-16	12
CCOC(=O)/C=C(\C)Nc1cc(C)nn1-c1ccccc1	-14	4

Look-ups from the list.
Value of CC(C)(C)OC(=O)C[C@H]1C/C=C\C[C@@H](CC(=O)NCCO)C(=O)NCCOC1=O in TAG inh: -12
Value of CC1(C(=O)Nc2ccc(Cl)c(Cl)c2)CCN1C(=O)CC(c1ccccc1)c1ccccc1 (stereo not given) in TAG inh DAPI viability: -7

New compounds follow.
SMILES	TAG inh	TAG inh DAPI viability
C=CCOc1ccc(/C=C/C(=O)OCC(=O)NNC(=O)c2ccccc2F)cc1	-2	1
COc1ccc(C#Cc2c(-c3ccsc3)oc3ccc(-c4cc(OC)c(OC)c(OC)c4)cc23)cc1	-31	124
COc1cccc(N2CCN(C(=S)Nc3cc(C)cc(C)c3)CC2)c1	-4	3
CN1CCC(N(C)S(=O)(=O)c2ccc(NC(=O)c3ccc(S(=O)(=O)N(C)C)cc3)cc2)CC1	-7	1
Cn1ccnc1C(=O)c1ccc(S(=O)(=O)N2CCCC2)cc1	16	-16
CC(=O)Nc1ccc(S(=O)(=O)NCCC(=O)N2CCN(c3ccccc3Cl)CC2)cc1	-5	-4
Cc1ccc(S(=O)(=O)N(CC(=O)N2CCc3ccccc3C2)c2cccc(Cl)c2)cc1	-10	-9
CSc1ccccc1NC(=O)CCn1c(=O)oc2ccccc21	5	5
COc1ccc(CCNC(=O)CCN2C(=O)C(C)Oc3ccc(C)cc32)cc1OC (stereo not given)	16	0
Cc1cccc(NC(=O)Cn2nnc(C(=O)NCc3cccs3)c2N)c1C	21	-11
CN1C(=O)S/C(=C\c2ccccc2OCc2ccc(C(=O)O)cc2)C1=O	-20	3
Cc1onc(-c2ccccc2)c1C(=O)O/N=C(\N)c1ccc([N+](=O)[O-])o1	8	-4
COc1cc(OC)cc(-c2nc3ccccc3c(=O)o2)c1	-2	8
CCN1CCN(S(=O)(=O)c2ccc(Cl)c(C(=O)Nc3nnc(C)s3)c2)CC1	4	-2
O=C(NOCc1ccccc1)OCc1ccccc1	-15	-7
COc1ccc([C@@H]2[C@@H]3C(=O)N(C(C)(C)C)C(=O)[C@@H]3[C@]3(Cc4ccccc4)C(=O)N(c4cccc(Br)c4)C(=O)N23)cc1	25	-2
CN(C)S(=O)(=O)c1cc(NC(=O)CN2CCN(c3ccccc3)CC2)ccc1Cl	-10	0
Cc1ccc(C(=O)C(C)OC(=O)CN2C(=O)NC3(CCCC3)C2=O)cc1C (stereo not given)	14	-3
O=C(NCc1cccs1)c1ccc2sc([C@@H]3O[C@H](CO)[C@H](O)[C@H](O)[C@H]3O)nc2c1	3	-7
Cc1cccc(-c2nn(-c3ccccc3)cc2C(=O)Nc2cccc(S(=O)(=O)NC3=NCCC3)c2)c1	12	-11

Ordered by formula weight (largest number first): 4 of the compounds above.
SMILES	TAG inh	TAG inh DAPI viability
O=C(NCc1cccs1)c1ccc2sc([C@@H]3O[C@H](CO)[C@H](O)[C@H](O)[C@H]3O)nc2c1	3	-7
CCN1CCN(S(=O)(=O)c2ccc(Cl)c(C(=O)Nc3nnc(C)s3)c2)CC1	4	-2
Cc1ccc(C(=O)C(C)OC(=O)CN2C(=O)NC3(CCCC3)C2=O)cc1C (stereo not given)	14	-3
COc1cc(OC)cc(-c2nc3ccccc3c(=O)o2)c1	-2	8

A different layout for 3 compounds above.
| molecule | TAG inh | TAG inh DAPI viability |
| --- | --- | --- |
| COc1ccc([C@@H]2[C@@H]3C(=O)N(C(C)(C)C)C(=O)[C@@H]3[C@]3(Cc4ccccc4)C(=O)N(c4cccc(Br)c4)C(=O)N23)cc1 | 25 | -2 |
| CN(C)S(=O)(=O)c1cc(NC(=O)CN2CCN(c3ccccc3)CC2)ccc1Cl | -10 | 0 |
| Cc1ccc(C(=O)C(C)OC(=O)CN2C(=O)NC3(CCCC3)C2=O)cc1C (stereo not given) | 14 | -3 |

(next part)
SMILES	TAG inh	TAG inh DAPI viability
Cc1ccc(COc2ccc(/C=N/NC(=O)c3nnn(-c4nonc4N)c3COc3ccc(F)cc3)cc2)cc1	6	107
N#C/C(=C\c1ccc(Cl)cc1)C(=O)Nc1cccnc1	18	-12
CC(C)CN1CCN=C1Nc1ccccc1	-2	9
CCc1nc2ccc(C(=O)N3CCN(C(=O)c4ccco4)CC3)cn2c1N(C)Cc1nccs1	15	1
CCn1c(C)cc(C(=O)CN2C(=O)c3ccccc3S2(=O)=O)c1C	-8	-4
Cc1ccc(C)c(NC(=O)CN(C)C(=O)c2cc([N+](=O)[O-])ccc2N2CCOCC2)c1	4	8
COc1ccc(Cn2c(=O)sc3ccccc32)cc1	-22	-7
Fc1cccc(-c2c(-c3ccccc3)ncc3cc(F)ccc23)c1	-22	3
Cc1c(/C=C(\CC(=O)O)c2nc3ccccc3s2)cc(C#N)n1C	0	1
O=C(COc1cccc2cccnc12)Nc1cccc(S(=O)(=O)N2CCCC2)c1	-51	2
COc1ccc(NC(=O)CSc2nc3ccccc3c(=O)n2CCCN2CCC(C)CC2)c(OC)c1	1	15
COC(=O)C[C@@H]1C[C@@H]2c3cc(NS(=O)(=O)c4ccccc4)ccc3O[C@@H]2[C@@H](CO)O1	4	-6
COc1ccc(C2C(C(=O)N3CCN(c4ccccn4)CC3)CC(=O)N2c2ccc(OC)cc2)cc1 (stereo not given)	-12	8
O=C(CCN1C(=O)/C(=C/c2ccccc2)SC1=S)NNC(=O)c1ccncc1	12	0
O=C(CN1C(=O)NC2(CCc3ccccc32)C1=O)Nc1cccc(Cl)c1 (stereo not given)	3	11
COc1ccc(NS(=O)(=O)c2c(C)cc(C)cc2C)cc1	-6	-6
CC(C)Cn1c(N)c(C(=O)COC(=O)c2cnccn2)c(=O)n(C)c1=O	-15	1
COc1ccccc1CNC(=O)C1CC(c2ccccc2F)=NO1 (stereo not given)	11	1
CCNc1nc(NCC)n2c(SCC(=O)Nc3ccc(F)cc3)nnc2n1	7	-10
COC(=O)C1=C(C)NC2=C(C(=O)CCC2)C1c1ccc(-c2ccsc2C(=O)OC)o1 (stereo not given)	24	-23
COc1cc(/C=N/NC(=O)CSc2n[nH]c(=O)[nH]c2=O)cc(OC)c1O	19	-11
Cc1ccc(S(=O)(=O)c2nc(NCCCn3ccnc3)sc2Cl)cc1	-27	-2
NCCCC[C@H]1CNC(=O)C(=O)N1CCc1cccc2ccccc12	-6	3
O=C(Nc1nnc(S(=O)(=O)N2CCCC2)s1)c1ccccc1Cl	3	-5
CC(C)COCC1CC2(CC(C)(c3csc(N)n3)OC2=O)C(=O)O1 (stereo not given)	-2	-4
Cc1ccc(NC(=S)N(CCN(C)C)C(C)c2cccnc2)cc1 (stereo not given)	-1	0
COC(=O)[C@H](C(C)C)N(Cc1ccccc1)S(=O)(=O)CCN1CCCC1	-8	0
Cc1ccccc1S(=O)(=O)N1[C@@H](c2ccc(Cl)cc2)C(C(=O)O)=CC[C@H]1c1ccc(Cl)cc1	12	-9
COc1ccc(NC(=O)CCC2COc3ccccc3O2)c(OC)c1 (stereo not given)	14	-13
